# PfHsp40 rescue = compounds rescuing yeast from Plasmodium falciparum HSP40 toxicity | growth rescue, % at 12.5 µM | AID 504582 | 340,000 tested, 0.68% active | S. cerevisiae expressing PfHsp40, growth rescue, ATP luminescence; in the data active = growth rescue above about 28%, passing the limit was not always enough; inconclusive = no clear call, values can overlap the other calls;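 note: yeast W303a lacking pdr1 and pdr3 grown in galactose medium; growth measured after three days at 30 °C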
# TcdB GH inh = blocks C. difficile toxin B glycohydrolase activity. P18177. TcdB glycohydrolase enzymatic assay, plate reader. inhibition, % at 9.99 µM. 350,000 tested, 0.24% active. AID 652162; in the data active = inhibition above about 10%
# PriA SSB inh = K. pneumoniae PriA-SSBct interaction inhibition | 430,000 tested, 0.6% active | AlphaScreen SSBct-PriA binding, biotinylated peptide | AID 1272365 | inhibition, % at 33 µM; in the data active = inhibition mostly above about 37%, no sharp cut-off; inactive = mostly below about 20%;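 note: plate controls were negative control peptide for no effect and reference peptide for full effect; strong numbers were not always called active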
# Yp Topo-I inh = blocks Yersinia pestis topoisomerase I activity | Y. pestis Topo-I cleavage product accumulation, plate reader | activity, % at 10 µM | 360,000 tested, 0.064% active; in the data active = activity above about 50%, passing the limit was not always enough; inconclusive = no clear call, values can overlap the other calls; note: inactives centre near 2
# BH1578 lux ind = inducers of Vibrio cholerae quorum light production without autoinducers; V. cholerae BH1578 lux reporter, luminescence, 6 h; activation, % at 18.7 µM; 350,000 tested, 0.16% active; in the data active = activation mostly above about 9.7%, no sharp cut-off; inconclusive = no clear call, values can overlap the other calls; inactive = mostly below about 3.7%; note: not every result past the cut was called active; inactives centre near 0; reference of the scale not given here
# 3CLpro inhibitor = SARS-CoV 3CLpro protease inhibition; recombinant SARS-CoV 3CLpro, quenched FRET peptide cleavage; AID 1706; 290,000 tested, 0.14% active; inhibition, % at 6 µM; in the data active = inhibition above about 12%
# BoNT A protease = BoNT A light chain protease inhibition; multiplex microsphere protease substrate cleavage, flow cytometry; inhibition, % at 10 µM; 360,000 tested, 0.17% active; AID 588499; note: plate controls were buffer without enzyme for full effect and enzyme alone for no effect
# VHR inh abs = blocks human VHR1 dual specificity phosphatase; recombinant VHR phosphatase, pNPP absorbance; inhibition, % at 13.3 µM; 290,000 tested, 0.52% active; AID 1654; in the data active = inhibition above about 50%; note: some compounds called inactive have numbers as strong as hits
# Target sequence (P51452 whole entry, looked up): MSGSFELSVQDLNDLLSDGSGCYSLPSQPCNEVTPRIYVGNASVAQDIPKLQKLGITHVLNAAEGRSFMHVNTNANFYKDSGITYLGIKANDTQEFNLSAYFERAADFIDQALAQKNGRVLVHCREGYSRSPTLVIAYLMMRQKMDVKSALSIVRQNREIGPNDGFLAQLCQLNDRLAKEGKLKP
# Anthrax LF prot = anthrax lethal factor protease inhibition; P15917; multiplex microsphere protease cleavage assay, LF; inhibition, % at 10 µM; 360,000 tested, 0.12% active; AID 588501; note: plate controls were buffer without enzyme for full effect and enzyme alone for no effect
# Target sequence (P15917 whole entry, looked up): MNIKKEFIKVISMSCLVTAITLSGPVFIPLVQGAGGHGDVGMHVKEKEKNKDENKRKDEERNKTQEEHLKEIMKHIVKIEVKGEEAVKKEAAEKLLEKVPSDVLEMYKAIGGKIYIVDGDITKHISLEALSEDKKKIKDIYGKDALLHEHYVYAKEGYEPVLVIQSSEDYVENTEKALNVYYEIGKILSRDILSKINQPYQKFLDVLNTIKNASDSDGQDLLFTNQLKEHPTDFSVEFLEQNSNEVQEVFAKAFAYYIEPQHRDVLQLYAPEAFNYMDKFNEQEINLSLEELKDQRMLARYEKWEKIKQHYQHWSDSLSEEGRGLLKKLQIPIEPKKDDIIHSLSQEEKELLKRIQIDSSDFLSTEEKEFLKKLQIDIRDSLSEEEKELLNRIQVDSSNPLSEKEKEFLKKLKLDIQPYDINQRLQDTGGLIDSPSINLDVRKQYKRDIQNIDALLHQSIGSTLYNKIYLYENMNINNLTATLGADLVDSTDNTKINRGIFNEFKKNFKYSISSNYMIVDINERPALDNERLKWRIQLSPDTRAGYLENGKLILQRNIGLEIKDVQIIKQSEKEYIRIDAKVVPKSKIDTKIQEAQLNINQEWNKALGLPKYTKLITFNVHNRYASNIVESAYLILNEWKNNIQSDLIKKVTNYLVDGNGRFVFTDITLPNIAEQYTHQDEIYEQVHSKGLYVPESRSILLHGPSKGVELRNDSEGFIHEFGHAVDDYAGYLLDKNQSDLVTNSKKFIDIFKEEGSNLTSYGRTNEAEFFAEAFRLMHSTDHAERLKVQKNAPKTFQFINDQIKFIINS
# CCHF vOTU inh = blocks the CCHF virus ovarian tumor domain protease; CCHFV vOTU protease, Pep-AMC fluorescence; inhibition, % at 11.5 µM; 370,000 tested, 0.55% active; in the data active = inhibition above about 30%; note: 0% = vehicle wells with enzyme and 100% = no enzyme wells
# Numbers without * were called inactive; i = inactive; ? = inconclusive; · = not tested or not shown; & = joins results of further samples. Cut-off read from the data, not from the text of the source, unless noted: active = inhibition above about 30%; inconclusive = no clear call, values can overlap the other calls; inactive = below that. These rows are one share of the data; rates above refer to the full screens.
SMILES,PfHsp40 rescue,TcdB GH inh,PriA SSB inh,Yp Topo-I inh,BH1578 lux ind,3CLpro inhibitor,BoNT A protease,VHR inh abs,Anthrax LF prot,CCHF vOTU inh
CC(=O)Nc1ccc(C#Cc2ccc(NC(C)=O)cc2)cc1,-0.1,·,-2,-3,1.7,-4,0.3,-11,0,-9
COc1cccc(NC(=O)Nc2cccs2)c1,-1.0,·,-1,-7,3.1,5,-0.6,13,-4,-6
CCCc1c(C(=O)N/N=C/c2ccc(OCc3ccccc3)cc2)nnn1-c1nonc1N,·,-8.7,·,-3,-0.3,·,-0.1,·,-2,4
Cc1n[nH]c(=O)c2c(NC(=O)CSc3ccccc3F)oc(C)c12,-0.8,2.5,-5,8,19,·,7.0,·,-3,9
Cc1cc(C)nc(SCc2cc(=O)c(OC(=O)c3ccc(S(=O)(=O)N4CCCC4)cc3)co2)n1,130*,·,-7,2,-2.6,-3,0.2,4,-1,8
CCCc1nnc(NC(=O)CCC(=O)N2CCCCC2CC)s1 (configuration not stated),-0.5,·,-15,3,-1.6,0,-0.6,26,3,6
CCOC(=O)[C@]12CCCC=C1N(Cc1ccc3c(c1)OCO3)C(=O)[C@H](CC(=O)NCc1cccc3ccccc13)C2,·,-1.6,·,·,·,·,-0.4,·,1,13
CCOC(=O)Cn1cc(-c2ccccc2)nn1,-1.0,·,-22,-5,-0.3,4,-0.5,4,-4,13
Cc1ccccc1S(=O)(=O)N(C)C[C@@H]1OCc2cnnn2CCCC(=O)N([C@H](C)CO)C[C@@H]1C,·,-0.4&0.3,·,2,-0.3,·,0.0,·,5,-1
C[C@@H]1CN([C@@H](C)CO)S(=O)(=O)c2ccc(Br)cc2O[C@@H]1CN(C)C(=O)c1ccncc1,·,-0.9&0.5,·,3,0.7,·,-0.3,·,-7,4
Cc1ccccc1C(=O)Nc1cccc(C(=O)N/N=C/c2ccccn2)c1,0.1,0.3,·,-5,i,-3,-3.5,20,-12,5
N=C1/C(=C/c2ccc(-c3cccc(C(=O)O)c3)o2)C(=O)N=C2SC(CC(=O)N3CCOCC3)=NN12,-0.5,0.9,-6,-3,-0.3,-4,0.1,-42,-4,11
CCOC(=O)c1c(NC(=O)CC2SC(N)=NC2=O)sc2c1CCCC2 (configuration not stated),-1.5,·,·,15,-1.2,0,0.0,29,-1,0
Cc1ccc(-c2nnc(SCC(=O)O)n2N)cc1,0.3,·,-9,-2,i,0,?,12,0,0
COc1cc(C)c(CN2CCC(Cc3ccccc3)CC2)cc1C,0.0,0.9,-17,23,-0.9,5,-1.7,-3,-5,7
COCCn1c(COc2ccc(C)cc2)nc2ccccc21,2.0,·,-17,9,-0.2,0,0.4,16,-3,7
Cc1cc2n(c(=O)c1C#N)CCCN2c1ccccc1,0.5,1.0,3,-3,-1.2,0,-0.3,20,0,8
CCC(=O)OCCNc1cc(Sc2nccn2C)c2nonc2c1[N+](=O)[O-],0.3,·,-19,4,-0.3,4,0.2,17,-2,11
C/C=C(/C)C(=O)OC1Cc2c(ccc3ccc(=O)oc23)OC1(C)C (configuration not stated),-2.1,-3.1,-10,25,-0.5,·,-0.3,6,-10,-5
COc1ccc(NC(=O)CN2C(=O)NC(c3ccccc3)(c3ccccc3)C2=O)cc1OC,-0.2,1.6,21,-1,-0.3,-1,-0.4,-20,-6,9
O=C(N/N=C/c1c(O)n(CCC2=CCCCC2)c(=S)[nH]c1=O)c1ccccc1,0.4,0.9,·,10,-3.4,4,-0.2,-8,-1,24
CCCc1ccc2oc(C(=O)NCCCN3CCOCC3)c(C)c2c1,-0.5,1.6,10,35,i,2,0.3,10,3,-3
CCN(CC)CCNc1ccc(CO)c2sc3ccccc3c(=O)c12,-0.8,1.8,8,-8,8.3,-6,0.2,12,-5,6
O=C(O)c1ccccc1CSc1nc2ccccc2[nH]1,-0.9,2.6,-9,5,-0.1,-2,-3.5,19,-3,9

# Some values from the results shown:
# For PfHsp40 rescue, `CCCc1ccc2oc(C(=O)NCCCN3CCOCC3)c(C)c2c1` shows -0.5
# For BoNT A protease, `COCCn1c(COc2ccc(C)cc2)nc2ccccc21` shows 0.4

# Following part
SMILES,PfHsp40 rescue,TcdB GH inh,PriA SSB inh,Yp Topo-I inh,BH1578 lux ind,3CLpro inhibitor,BoNT A protease,VHR inh abs,Anthrax LF prot,CCHF vOTU inh
CCOC(=O)C1C(c2cccc(F)c2)NC(=S)NC1(O)C(F)(F)F (configuration not stated),-1.0,·,7,-5,4.8,2,0.2,-7,-4,-5
COCCSc1nnc(NC(=O)Cc2ccc(OC)c(OC)c2)s1,-0.2,0.4,-2,-1,-0.4,5,1.0,16,4,9
O=C(COc1ccc(C(=O)c2ccccc2)cc1)NCC(=O)Nc1ccccc1Br,-0.1,0.1,-11,6,i,1,-0.3,4,0,-3
CCOc1ccc(-n2c(=O)c3sccc3n(CC(=O)NCCc3ccc(OC)c(OC)c3)c2=O)cc1,-0.7,0.9,-1,4,i,4,-0.9,29,-2,-8
CCOc1ccc(N(CC(=O)N2CCN(c3ccccc3)CC2)S(=O)(=O)c2c(C)noc2C)cc1,-2.1,1.3,0,23,-0.2,6,0.3,21,2,-2
N#Cc1ccc(S(=O)(=O)N2CCN(c3ncccn3)CC2)cc1,-1.0,1.6,-1,4,i,7,·,14,·,2
Cc1ccccc1NC(=O)CC(=O)Nc1ccccc1C,0.0,1.1,6,2,i,1,-0.1,2,-8,-11
Cc1cc(Br)cc2c1N(C)C(=O)C2(c1ccc(O)cc1)c1ccc(O)cc1,·,-0.7,12,-2,-0.4,·,·,·,·,-20
Cc1ccc(C)c(N2CCN(CCCNC(=O)Cn3c(=O)c4cccn4c4cccnc43)CC2)c1,2.4,1.1,-10,25,3.8,-7,1.6,2,0,-10
CCc1ccn2cc(-c3ccc4c(c3)OCO4)nc2c1,-0.5,5.8,-6,3,0.8,0,0.3,19,0,-47
COc1cc(C(=O)Oc2ccc(/C=N/NC(=O)c3ccncc3)cc2)cc(OC)c1OC,0.0,-1.8,·,9,·,-2,1.7,23,0,13
O=C(COC(=O)Cc1n[nH]c(=O)c2ccccc12)NNC(=O)c1ccc(Br)cc1,-1.5,1.0,2,1,-0.3,·,0.4,·,-2,-8
CC1CN(C(=O)COC(=O)c2cc(S(N)(=O)=O)c(Cl)cc2Cl)CC(C)O1 (configuration not stated),-0.7,1.5,-3,2,-0.1,3,0.0,7,-2,13
CCC1=Nc2cc(C(=O)NCc3ccco3)ccc2Sc2ccccc21,0.6,·,5,-3,-0.4,1,-0.9,2,-1,-3
Cc1ccc(NC(=O)CCOc2ccccc2)cc1,0.5,0.4,-7,2,i,2,-0.7,7,2,-6
CCOC(=O)c1ccc(NC(=O)CNS(=O)(=O)c2ccccc2)cc1,0.5,·,-9,-2,8.3,-1,1.0,0,3,8
CCc1ccc(N=C2NC(=O)CS2)cc1,2.5,0.3,-13,-4,i,-3,2.2,4,6,4
COc1ccc(CCNC(=O)CSc2nc(=O)n3cc(C)ccc3n2)cc1OC,-1.3,4.9,-14,-8,-0.7,·,3.5,·,0,-8
CC(C)c1cc(C(=O)O)c2cnn(C(C)C)c2n1,-0.6,6.6,-2,2,2.6,0,1.6,-7,0,7
CC(=O)O[C@H]1C[C@@]2(C)[C@@H](C[C@@H](O)[C@H]3[C@@]4(C)CC[C@@H](O)[C@@H](C)[C@@H]4CC[C@@]32C)/C1=C(\CCC=C(C)C)C(=O)O,2.5&3.2,1.0&0.6,1,18&9,-3.0&-3.0,·,0.6&0.9,·,-2&5,4&16
CCn1c(SCC(=O)N/N=C/c2ccc(C)o2)nnc1-c1ccc(C)cc1,0.1,·,·,2,-0.3,0,0.0,7,1,-5
CCOC(=O)/C(C#N)=C1/SC(CC)C(=O)N1c1ccc(Br)cc1 (configuration not stated),-1.4,·,7,-2,-0.2,3,-0.6,14,-4,0
CCN(CC)c1ccc(/C=N/N2C(=O)c3ccccc3C2=O)c(O)c1,-1.3,0.4,·,2,-0.3,0,2.3,-5,4,-8
Nc1[nH]c(C(=O)c2ccccc2)c(-c2ccc(F)cc2)c1C(=O)NCc1ccccc1,·,0.3,·,·,·,·,0.5,·,3,-6
CC1CCN(C(c2nnnn2CCc2ccccc2)C(C)C)CC1 (configuration not stated),-0.7,2.4,-22,26,i,0,0.2,21,-1,6
O=C1C(Cl)=C(N2CCOCC2)C(=O)N1c1ccccc1Cl,-0.4,0.9,4,-1,i,4,-0.2,3,0,·
O=C(Cn1c(=O)n(CC2CS2)c2ccccc21)N1CCCCCC1 (configuration not stated),1.6,-0.3,1,2,3.0,4,-2.3,14,-3,5
CN(C)CCNc1ncnc2c1ncn2[C@H]1CN(Cc2ccncc2)C[C@@H](CO)O1,·,1.4,·,8,-0.4,·,-0.1,·,-1,-1
CCOc1ccc(Br)cc1S(=O)(=O)Nc1cccc(S(=O)(=O)N(C)c2ccccc2)c1,0.9,0.0,-22,12,i,0,-0.4,-6,-1,11
CCCCn1c(=O)[nH]c(=O)c2c1nc(-c1ccc(OC)c(Br)c1)n2CC(C)C,1.1,0.7,4,41,-0.5,-2,1.8,17,1,6
O=C(Cn1nnc(-c2ccncc2)n1)N(C1CCCCC1)C1CCCCC1,1.2,·,-6,6,-0.7,-2,0.3,18,-1,6
O=C(NCc1ccncc1)c1ccc2nc(Cc3ccccc3F)oc2c1,?,5.1,-18,-10,i,5,-0.4,18,-1,10
CCOC(=O)Cn1nc(/C=C/c2ccc(C(C)C)cc2)ccc1=O,0.2,·,-18,29,-1.3,7,0.6,32,1,6
OCCNc1ncnc2c1ncn2[C@H]1CN(Cc2ccc(-c3ccccc3)cc2)C[C@@H](CO)O1,·,0.7,·,22,0.7,·,0.6,·,1,·
CC1(C)C(=O)OC(c2ccc([N+](=O)[O-])cc2)C(C)(C)C1=O (configuration not stated),-0.2,0.6,-6,2,-0.7,-2,-2.1,4,-3,-9
CC(C)C1Cc2c(C#N)c(N)n(C)c(=S)c2CO1 (configuration not stated),-2.4,·,-10,-9,i,6,0.4,14,2,12
Cc1ccccc1OCCC(=O)OCC(=O)NCCc1ccc(S(N)(=O)=O)cc1,0.4,0.8,-5,0,i,·,-0.5,·,-3,-1
S=C(NCc1ccco1)Nc1ccccc1Cl,-0.8,-1.4,-1,1,0.2,-6,1.6,14,-8,-8
Cc1noc(C)c1COc1ccccc1C(=O)N1CCN(S(=O)(=O)c2ccccc2F)CC1,-1.5,0.9,0,3,-2.6,·,0.5,·,1,13
COc1ccc(F)cc1S(=O)(=O)NCC(c1ccco1)N1CCc2ccccc2C1 (configuration not stated),0.5,-1.6,-4,31,-1.4,·,0.7,·,-1,3
Cc1ccnc(N/C=C(/NC(=O)c2ccccc2)C(=O)N/N=C\c2ccc(F)cc2)n1,-1.0,·,·,5,i,6,0.3,14,0,1
O=C(CSc1nnc(C2CC2)n1-c1ccccc1)N1CCNC1=O,-0.7,0.3,-6,-4,i,·,-0.3,·,4,0
COc1ccc(OC)c(Cc2nnc(CCC(=O)NC3C4CC5CC(C4)CC3C5)o2)c1 (configuration not stated),0.0,0.5,1,21,-0.4,0,0.2,0,-1,-4
CCCC(=O)Nc1sc(C)c(-c2ccc(OC)cc2)c1C#N,-1.0,·,-9,-4,-0.2,6,0.2,18,-4,-7
NNC(=S)Nc1cccc(Cl)c1,1.8,0.5,-10,2,i,7,-0.3,17,-3,11
